Screening results: PubChem BioAssay, The Scripps Research Institute Molecular Screening Center
GBA enhancer: increases beta-glucosidase activity in Gaucher fibroblasts. L444P Gaucher fibroblasts, 4-MU-glucoside fluorescence, 3 days. activation, % at 10 µM. 30,000 compounds, 0.44% hits; in the data active = activation above about 65%;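 note: 0% = vehicle wells and 100% = positive control wells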
Target sequence (P04062 whole entry L483P): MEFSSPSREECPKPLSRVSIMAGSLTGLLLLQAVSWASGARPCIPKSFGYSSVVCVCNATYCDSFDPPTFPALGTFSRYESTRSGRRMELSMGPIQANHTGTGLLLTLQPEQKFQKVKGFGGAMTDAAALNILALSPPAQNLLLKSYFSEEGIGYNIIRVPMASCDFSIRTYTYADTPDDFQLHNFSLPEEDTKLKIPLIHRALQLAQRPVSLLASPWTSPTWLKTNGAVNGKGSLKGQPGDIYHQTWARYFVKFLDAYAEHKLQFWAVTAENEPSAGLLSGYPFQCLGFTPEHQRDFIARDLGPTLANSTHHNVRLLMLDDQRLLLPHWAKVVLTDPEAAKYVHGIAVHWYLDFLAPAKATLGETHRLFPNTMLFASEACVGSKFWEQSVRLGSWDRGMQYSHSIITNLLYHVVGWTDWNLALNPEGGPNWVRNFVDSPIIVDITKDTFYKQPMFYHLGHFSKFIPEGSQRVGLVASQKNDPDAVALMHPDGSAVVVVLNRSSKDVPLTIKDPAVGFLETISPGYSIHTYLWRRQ
* hit, by the source's call. These rows are one share of the data; the hit share may differ from the screen's.

SMILES	GBA enhancer
Cc1cc(C(N)=O)c2ccccc2n1	-6
COC(=O)c1sccc1NC(=O)c1csc(C)c1	0
O=c1cc(NC2CCCCCC2)[nH]c(=O)[nH]1	1
C=C(C)c1cccc(C(C)(C)NC(=O)NCC2CCCO2)c1 (stereo unspecified)	-19
CCOC(=O)c1ccc(NC(=O)CSc2nnc(-c3cccs3)n2C)cc1	-21
O=C(Cc1cn2ccsc2n1)NCCc1ccc(F)cc1	-26
CCc1ccc(OCC(=O)NCCN(C)C)c(Br)c1	-15
Cc1c(C(=O)N2CCOCC2)[nH]c2c1C(=O)CC(c1ccc(Cl)cc1)C2 (stereo unspecified)	-9
COc1cccc(-c2cc(C(F)(F)F)nc(NCc3ccco3)n2)c1	106*
CCOc1ccc(/C(=N\O)C(C)NO)cc1 (stereo unspecified)	-19
CCOC(=O)c1cnc(=O)[nH]c1C	-19
CC(C)CCn1c(=O)c2ccccc2n2c(CN3C(=O)NC4(CCC(C)CC4)C3=O)nnc12 (stereo unspecified)	45
CCC(CC)C(=O)NCCc1cc2c(OC)ccc(OC)c2[nH]c1=O	3
COc1ccccc1N1CCN(C(=O)c2ccc(S(=O)(=O)N3CCCCC3)cc2)CC1	16
Cc1ccc(-c2nnc3sc(-c4ccc5c(c4)OCCO5)nn23)cc1	-15
Cc1ccc(C)c(OCC(=O)Nc2nonc2NC(=O)COc2cc(C)ccc2C)c1	-28
CN(C)CCNc1nc2c(c(=O)[nH]c(=O)n2C)n1CC(O)COc1ccc(Cl)cc1 (stereo unspecified)	-13
CCOC(=O)C1CCN(S(=O)(=O)c2ccc(C(=O)OC)cc2)CC1	-33
COc1ccc(Cl)c(NC(=O)Nc2c(C)n(-c3ccccc3)c(=O)n2C)c1	8
Cc1ccc(Cn2c(=O)cc(C(=O)O)c3ccccc32)cc1	-11
COCC(=O)N(CCc1ccc(OC)c(OC)c1)Cc1nc2ccccc2c(=O)[nH]1	4
CCOC(=O)c1ccc(NC(=O)CSc2nnc(Cc3cccs3)n2C)cc1	-11
CCOc1cccc2cc(-c3cn4cc(C)ccc4n3)c(=O)oc12	-83
CC(C)(CNC(=O)c1cc2ccccc2o1)N1CCOCC1	2
CCN(CC)C(=O)C1CC(c2ccc(OC)cc2)=NO1 (stereo unspecified)	-11
COc1cc(OC)cc(C(=O)Nn2c(C)nc3ccccc3c2=O)c1	-13
N#CCSc1nnc2sc3ccccc3n12	0
COc1ccc2c(c1)c(C(=O)OCCN(C)C)c(C)n2C	-2
C=CCNC(=O)CCCCCNS(=O)(=O)c1ccc(OC)cc1	-12
CCc1cccc(NC(=O)c2ccc(NS(=O)(=O)c3c(C)noc3C)cc2)c1	45
CCOC(=O)c1cc(NC(=O)N2CCCc3ccccc32)c(C)nc1C	-4
COc1ccc(-c2csc(N(CC3CCCO3)C(=O)c3cccs3)n2)cc1 (stereo unspecified)	-23
CC(C)Oc1c(Cl)cc(CNC(C)(C)CO)cc1Cl	-21
O=C(NC1CCCCCC1)C1CCN(C(=O)Cc2ccccc2)CC1	41
COc1ccc(CCNC(=O)C2CCN(S(=O)(=O)c3cc(OC)ccc3OC)CC2)cc1	-1
Cc1cc2nc(-c3cccnc3SCC(=O)NCc3ccco3)[nH]c2cc1C	-4
O=C(CN1CCC(n2nnc3cc(C(F)(F)F)ccc32)CC1)NCc1cccs1	-6
c1cc2c3c(cccc3c1)C(N1CCCCC1)=N2	-4
COc1ccc(NC(=O)CCNS(=O)(=O)c2ccc3c(c2)c(=O)n(C)c(=O)n3C)cc1	-14
COc1ccc(C2(O)CCN(Cc3nnnn3Cc3ccc(C)cc3)CC2)cc1	-37

21 compounds already listed, arranged by length of the SMILES, falling.
SMILES	GBA enhancer
COc1ccc(NC(=O)CCNS(=O)(=O)c2ccc3c(c2)c(=O)n(C)c(=O)n3C)cc1	-14
CN(C)CCNc1nc2c(c(=O)[nH]c(=O)n2C)n1CC(O)COc1ccc(Cl)cc1 (stereo unspecified)	-13
COc1ccc(CCNC(=O)C2CCN(S(=O)(=O)c3cc(OC)ccc3OC)CC2)cc1	-1
COCC(=O)N(CCc1ccc(OC)c(OC)c1)Cc1nc2ccccc2c(=O)[nH]1	4
Cc1ccc(C)c(OCC(=O)Nc2nonc2NC(=O)COc2cc(C)ccc2C)c1	-28
O=C(CN1CCC(n2nnc3cc(C(F)(F)F)ccc32)CC1)NCc1cccs1	-6
COc1ccc(C2(O)CCN(Cc3nnnn3Cc3ccc(C)cc3)CC2)cc1	-37
CCOC(=O)c1ccc(NC(=O)CSc2nnc(Cc3cccs3)n2C)cc1	-11
Cc1ccc(-c2nnc3sc(-c4ccc5c(c4)OCCO5)nn23)cc1	-15
CCOC(=O)c1cc(NC(=O)N2CCCc3ccccc32)c(C)nc1C	-4
COc1cc(OC)cc(C(=O)Nn2c(C)nc3ccccc3c2=O)c1	-13
CCOc1cccc2cc(-c3cn4cc(C)ccc4n3)c(=O)oc12	-83
O=C(NC1CCCCCC1)C1CCN(C(=O)Cc2ccccc2)CC1	41
Cc1ccc(Cn2c(=O)cc(C(=O)O)c3ccccc32)cc1	-11
C=CCNC(=O)CCCCCNS(=O)(=O)c1ccc(OC)cc1	-12
COc1ccc2c(c1)c(C(=O)OCCN(C)C)c(C)n2C	-2
CC(C)(CNC(=O)c1cc2ccccc2o1)N1CCOCC1	2
CCN(CC)C(=O)C1CC(c2ccc(OC)cc2)=NO1 (stereo unspecified)	-11
CC(C)Oc1c(Cl)cc(CNC(C)(C)CO)cc1Cl	-21
c1cc2c3c(cccc3c1)C(N1CCCCC1)=N2	-4
N#CCSc1nnc2sc3ccccc3n12	0

Carrying on:
SMILES	GBA enhancer
CC(C)Oc1ccc(C2NC(=O)NC2=O)cc1 (stereo unspecified)	-5
c1ccc(Cn2nnnc2C(c2cccs2)N2CCCCCC2)cc1 (stereo unspecified)	3
CN1CCN(C(=O)c2cc3c(ccc4ccccc43)oc2=O)CC1	-47
O=C(Cc1c(F)cccc1Cl)NCC1CCCO1 (stereo unspecified)	-1
CN(C1CCCCC1)S(=O)(=O)c1ccc(S(=O)(=O)N2CCCC2)cc1	-18
COc1ccc2nc(NC(=O)c3cnccn3)sc2c1	-7
Cc1occc1C(=O)Nc1cccc(C(=O)NCc2ccccc2)c1	-8
O=C1CC(c2ccccc2)CC(O)=C1C=NCCCN1CCOCC1 (stereo unspecified)	-16
CCOC(=O)C1CCN(C(=O)C2CCN(S(=O)(=O)c3c(C)noc3C)CC2)CC1	-5
COc1cccc(-c2nc(S(=O)(=O)c3ccccc3)c(N3CCOCC3)o2)c1	-2
O=C(CSCSCC(=O)NCC1CCCO1)NCC1CCCO1 (stereo unspecified)	-12
CC(=O)OCC1=C(C(=O)O)N2C(=O)[C@@H](NC(=O)Cc3cccs3)[C@H]2SC1	-5
O=C(COc1ccccc1)Nc1nn[nH]n1	-7
CCNc1nc(NCC)nc(OCCNS(=O)(=O)c2cc(C)ccc2C)n1	-14
Cc1ccc(S(=O)(=O)Cc2csc(N)n2)cc1	-32
COc1ccc(-c2nc(CSCC(=O)N3CCc4ccccc43)c(C)o2)cc1OC	-30
O=C(NCC(=O)N(CC1CCCO1)C(C(=O)NC1CCCCC1)c1ccc(F)cc1)c1ccco1 (stereo unspecified)	-32
CC1CCCCC1NC(=O)CSc1nc2ccccc2c(=O)n1Cc1ccco1 (stereo unspecified)	5
COc1ccc(-n2c(SCC(=O)NCc3cccs3)nnc2-c2ccoc2C)cc1	-3
Cc1cc(C(=O)CSCCCn2c(=O)[nH]c3ccccc32)c(C)n1C	-25
O=C(C1CC1)N1CCc2cc(S(=O)(=O)NC3CCN(Cc4ccccc4)CC3)ccc21	-37
COc1ccc2c(c1)c1ncn(Cc3ccco3)c(=O)c1n2C	-19
CCCCn1nnnc1NCc1cc(OC)c(OC)c(OC)c1	-23
CSc1cccc(NC(=O)CN(c2ccc(C)cc2C)S(C)(=O)=O)c1	-7
CC(=O)c1c(C)nc2nonc2c1N	-25
CC(=O)NC12CC3CC(C1)CC(C(=O)OCC(=O)Nc1ncc(Cl)c(C)c1Cl)(C3)C2	12
COC(=O)CCC(=O)Nc1cccc(Cl)c1	-27
COC(=O)c1ccccc1NC(=O)N1CCN(C/C=C/c2ccccc2)CC1	4
COc1ccc(C2(O)CCN(CCCCOc3ccccc3)CC2)cc1	-23
O=C(Cc1cccs1)NCc1cccs1	-13
O=C(Nc1cccnc1)c1cccc(S(=O)(=O)N2CCOCC2)c1	-7
CCOc1nc(C)ccc1-c1noc(-c2ccncc2)n1	7
CCOc1ccc(C2CC(c3ccc(Br)cc3)Nc3nc(N)nn32)cc1 (stereo unspecified)	-13
CCOc1ccc(NC(=O)N2CC=C(n3c(=O)[nH]c4ccccc43)CC2)cc1	-8
CCN(CC)S(=O)(=O)c1ccccc1/C=N\O	-9
O=C(CN1C(=O)COc2ccccc21)N1CCN(c2ccccc2F)CC1	23
Cc1onc(-c2c(F)cccc2Cl)c1C(=O)Nc1nnc(C2CC2)s1	3
Cc1nn(C(=O)c2cccnc2)c(C)c1C	-33
COC(=O)c1cn(C(=O)OC)c2ccccc12	-12
CCCCn1c(=O)c(C(=O)OCC)c(O)c2ccccc21	4
Cc1ccc(C)n1NC(=O)c1ccccc1Cl	7
COC(=O)c1sc(NC(=O)c2ccoc2C)nc1C	-1
Cc1sc(NC(=O)c2ccco2)c(C(c2ccncc2)N2CCOCC2)c1C (stereo unspecified)	-10
CN(C)c1ccc(P(=O)(OCc2ccccc2)C(O)c2cccnc2)cc1 (stereo unspecified)	-2
CCN1CCN(c2ncnc3c2oc2nc(C)c4c(c23)CC(C)(C)OC4)CC1	-43
COc1ccc2c(c1)[nH]c1c(=O)n(CCc3cnc[nH]3)cnc12	19
Cc1nc2c(-c3ccccc3)c(C)nn2c(C)c1CC(=O)O	15
O=C1c2ccccc2C(=O)N1CCSc1nncs1	-7
COC(=O)c1oc2ccc(Br)cc2c1NC(=O)CN1CCN(C)CC1	-10
Cc1cc(S(=O)(=O)N(C)CCc2ccccc2)ccc1-n1cnnn1	-40
Cc1cc(=O)n2nc(N3CCC(C(=O)N4CCN(Cc5ccccc5)CC4)CC3)sc2n1	-2
CCOc1cc(-c2ccccc2)nc(N)n1	3
Cc1cc(CC(C)C)n(-c2nc3ccccc3c(=O)n2OCC(N)=O)n1	-14
COC(=O)c1ccc(OCCN2C3=NCCN3c3ccccc32)cc1	-11
CCOC(=O)Nc1ccccc1N1C(=O)c2ccccc2C1=O	1
O=C(Nc1cnc2ccccn2c1=O)c1ccc(F)cc1	10
O=C(c1ccco1)N1CCN(CC2CC3C=CC2C3)CC1 (stereo unspecified)	-2
Cc1ccnc(N(C(=O)c2cccs2)C(=O)c2cccs2)c1	8
CN(CC(=O)NC1CCCCC1)S(=O)(=O)c1ccc(Cl)cc1	-3
O=C(O)CCSCc1ccccc1F	-9
Next compounds.
SMILES	GBA enhancer
CCCOc1ccc(C(=O)N2CCN(c3ccc(NC(=O)CC)cc3Cl)CC2)cc1	-1
Cc1ccc(S(=O)(=O)Cn2nnnc2C(c2ccccn2)N2CCN(c3ccccc3)CC2)cc1 (stereo unspecified)	-9
CCOC(=O)C(CC)Sc1ncnc2nc[nH]c12 (stereo unspecified)	-4
CC(=O)N1CCC(=O)N(C(C)C)c2ccccc21	-1
CCOC(=O)c1ccc(NC(=O)Nc2ccc3c4c(cccc24)C(=O)N3CC)cc1	-69
Cc1ccnc2ccc(-c3nc4ccccc4o3)cc12	3
O=C(CCSCCc1ccccn1)Nc1ccccn1	-47
COc1cc(C(=O)Nc2ccc(-n3cnnn3)c(C)c2)cc(OC)c1OC	-22
CCCC(=O)Nc1ccc2oc(-c3ccc(OC)c(Br)c3)nc2c1	-3
CCc1nnc(NC(=O)CSc2nnc(-c3ccccc3OC)n2-c2ccccc2)s1	-6
Oc1ccccc1Oc1ncc(Br)c(N2CCOCC2)n1	-38
O=C(O)COc1ccccc1C1C2C(=O)N(c3ccc(F)cc3)C(=O)C2ON1c1ccccc1 (stereo unspecified)	-8
CC(=O)Nc1cc(C(=O)N2CCOCC2)ccc1S(=O)(=O)c1ccc(C)cc1	-21
CC1=C(C(=O)Nc2cccc(C)n2)C(c2ccc3c(c2)OCO3)C2=C(CC(c3ccco3)CC2=O)N1 (stereo unspecified)	-61
CCOCCOC(=O)C1=C(C)Nc2ccc(C)cc2S1	-30
CCC(c1nnnn1C1CCCCC1)N(Cc1ccco1)Cc1cc2ccc(OC)cc2[nH]c1=O (stereo unspecified)	-16
Cc1cc(C)cc(Nc2cc(=O)n(C3CCCCC3)c(=O)[nH]2)c1	-10
O=C(NCc1ccco1)c1noc2c1CCCCC2	10
CCN(CC)S(=O)(=O)c1cccc(C(=O)Nc2nc3cc4c(cc3s2)OCCO4)c1	-28
CCc1nc(NCCCn2ccnc2)c2oc3ccccc3c2n1	20
CCOc1ccccc1Nc1nc(N)nc(CN(C)C2CCCCC2)n1	3
N#Cc1c2n(c3c(=O)n(Cc4ccccc4Cl)cnc13)CCCCC2	68*
COC(=O)c1ccccc1NC(=O)c1cc(-c2cccs2)on1	-42
CCOC(=O)COc1ccc(S(=O)(=O)Nc2ccc3c(c2)OCCO3)cc1	3
CCOC(=O)C1=C(C)NC(=O)NC1/C=C/c1ccccc1 (stereo unspecified)	-2
O=C(CSc1ccc2nnc(-c3cccc(F)c3)n2n1)NCc1ccco1	8
CC(C)(C)S(=O)(=O)c1ccc2nc3c(n2c1)CCCC3	6
O=C(c1ccc2c(c1)OCO2)[C@@H]1[C@@H]2C(=O)N(C3CCCCC3)C(=O)[C@@H]2C2c3ccccc3C=CN21 (stereo partly specified)	-25
CCNC(=O)CC1SC(=Nc2cccc(Cl)c2C)N(C)C1=O (stereo unspecified)	-8
Cc1ccccc1Cn1cc(NC(=O)c2noc3c2CC(C(C)(C)C)CC3)cn1 (stereo unspecified)	-35
CSc1ccc2nnc(-c3cccc(F)c3)n2n1	-6
CCOC(=O)COc1ccc(S(=O)(=O)N2CCc3ccccc3C2)cc1	-8
Cc1noc(C)c1S(=O)(=O)Nc1ccc(C(=O)NCCc2ccccc2)cc1	2
COC(=O)C1=C(N)Oc2cc(C)n(C)c(=O)c2C1c1ccc(Cl)cc1 (stereo unspecified)	7
O=C(CN(Cc1ccco1)C(=O)CNS(=O)(=O)c1ccccc1)NCc1ccc(F)cc1	-6

Not a retest: entries from further up.
SMILES	GBA enhancer
CN1CCN(C(=O)c2cc3c(ccc4ccccc43)oc2=O)CC1	-47
O=C(Cc1c(F)cccc1Cl)NCC1CCCO1 (stereo unspecified)	-1
